# CR mimetic SO – reduction of superoxide in aged yeast, primary screen, HTS; S. cerevisiae aged cells, superoxide DHE fluorescence; stronger effect = lower value; 330,000 compounds, 0.18% hits; superoxide response (% of plate mean), % at 10 µM;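 active means superoxide response under a set limit, about three screen SD below normal, cut at about 65% in these data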;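 further: yeast aged for seven days with compound at 30 °C before DHE staining; 100% = average MFI of all compound-treated wells on the plate with controls excluded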
# JMJD2C inh – inhibitors of GASC-1 histone demethylase, primary screen, biochemical, fluorescence, DELFIA europium; GST-JMJD2C(1-420) H3K9me3 demethylation; inhibition, % at 2.35 µM; 330,000 compounds, 0.069% hits; AID 2099, 2009;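 active means more than half of a compound's replicate wells show inhibition beyond 50%, single wells judged on their own value; inconclusive means some, but no more than half, of replicates pass 50% inhibition; inactive means no replicate passes 50% inhibition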;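 further: signal counts dimethyl H3K9 product captured on neutravidin plate; 0% = median of DMSO wells and 100% = 0.3 times that DMSO median; strong numbers were not always called active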
# Target sequence (Q9H3R0 1-420 limits assumed): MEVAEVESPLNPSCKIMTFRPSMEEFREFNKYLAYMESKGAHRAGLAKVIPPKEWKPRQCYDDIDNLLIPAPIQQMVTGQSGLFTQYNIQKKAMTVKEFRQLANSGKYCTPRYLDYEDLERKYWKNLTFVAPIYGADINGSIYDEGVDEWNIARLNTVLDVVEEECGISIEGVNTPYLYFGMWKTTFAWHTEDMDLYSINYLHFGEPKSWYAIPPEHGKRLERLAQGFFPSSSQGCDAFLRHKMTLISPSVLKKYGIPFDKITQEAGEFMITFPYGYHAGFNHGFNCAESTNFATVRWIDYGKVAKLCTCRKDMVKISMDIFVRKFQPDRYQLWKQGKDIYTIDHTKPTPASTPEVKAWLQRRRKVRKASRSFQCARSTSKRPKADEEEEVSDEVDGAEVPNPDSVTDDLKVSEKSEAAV
# procasp7 counter – procaspase-7 activators, primary screen, counter-screen for procaspase-3 activator project, biochemical, absorbance, HTS, human | Caspase-7 (Homo sapiens), P55210 | recombinant procaspase-7, Ac-DEVD-pNA absorbance 405 nm; D23A/D198A/D206A triple mutant, cannot self-cleave; scale: DMSO 0, 5 µM enzyme 100 | AID 463210, 2010 | activation, % at 8.5 µM | 330,000 compounds, 0.093% hits;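 active means percent activation above the screen-wide mean plus 3 SD, cut at about 25% in these data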
# Target sequence (P55210 whole entry D23A/D198A/D206A): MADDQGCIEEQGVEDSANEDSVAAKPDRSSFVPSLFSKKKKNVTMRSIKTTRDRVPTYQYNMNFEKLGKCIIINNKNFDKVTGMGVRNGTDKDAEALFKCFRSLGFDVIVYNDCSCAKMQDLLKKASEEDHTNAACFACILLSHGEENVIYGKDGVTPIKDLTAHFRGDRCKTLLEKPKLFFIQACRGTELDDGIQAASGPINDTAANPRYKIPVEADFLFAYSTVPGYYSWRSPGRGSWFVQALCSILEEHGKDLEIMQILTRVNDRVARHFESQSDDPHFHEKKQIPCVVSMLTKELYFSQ
#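 Material: Procaspase-7 triple mutant (PC-7 D3A) | Quantity: 2 µM procaspase-7 mutant as dispensed | Reagent: DEVD-pNA substrate | Times: 1 h preincubation, 2 h reaction | Technique: 405 nm absorbance of p-nitroaniline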
# proCasp3 act – activators of human procaspase-3 D3A mutant, primary screen, biochemical, absorbance, PC-3 D3A mutant, single concentration; recombinant procaspase-3 D3A, Ac-DEVD-pNA absorbance 405 nm; 330,000 compounds, 0.11% hits; Caspase-3 (Homo sapiens), P42574; AID 463141, 2010; activation, % at 8.5 µM;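 active means activation above the mean of all tested compounds plus 3 SD, cut at about 21% in these data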;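 further: 0% = DMSO alone and 100% = DMSO wells spiked with extra 5 µM PC-3 D3A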
# Target sequence (P42574 whole entry D9A/D28A/D175A): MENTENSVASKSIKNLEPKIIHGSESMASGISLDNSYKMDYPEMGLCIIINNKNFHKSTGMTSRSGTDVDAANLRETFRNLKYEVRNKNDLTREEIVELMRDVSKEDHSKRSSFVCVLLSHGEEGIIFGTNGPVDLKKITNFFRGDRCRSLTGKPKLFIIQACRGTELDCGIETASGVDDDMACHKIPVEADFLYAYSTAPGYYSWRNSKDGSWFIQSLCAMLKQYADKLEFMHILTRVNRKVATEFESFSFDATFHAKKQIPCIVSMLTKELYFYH
#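 System: Procaspase-3 D3A mutant. Medium: Zinc-free 300 mM NaCl, 50 mM HEPES, 0.01% Triton X-100. Schedule: 1 h preincubation plus 2 h reaction at 25 °C. Measured by: 405 nm absorbance of p-nitroaniline, reads at 0 and 120 min. Read-out: percent activation relative to control range.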
# AHR activator – AHR activators, primary screen, cell-based, luminescence, luciferase reporter, human. Aryl hydrocarbon receptor (Homo sapiens), P35869. AHR-responsive luciferase reporter cells. activation, % at 5 µM. 320,000 compounds, 2.5% hits. AID 2796, 2010; in the data active means activation above about 47%;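 further: 0% = vehicle wells and 100% = reference agonist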
# MEP2-GFP yeast – modulators of MEP2-GFP levels in yeast, primary screen, S. cerevisiae, multiplex flow cytometry, MLPCN library; GFP response vs DMSO, % at 10 µM; 330,000 compounds, 0.51% hits; AID 2016, 2009; S. cerevisiae MEP2-GFP strain, 3 h; 100% = DMSO control level;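 active means GFP response versus DMSO above a set limit, roughly screen mean plus 3 SD, cut at about 180% in these data; inconclusive means fewer than 70 cells counted for a yeast strain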;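 further: median GFP fluorescence of the barcode-gated MEP2-GFP cells per well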
# RPL19A TOR yeast – RPL19A-GFP expression modulators in yeast, primary screen, cell-based, S. cerevisiae, multiplex flow cytometry, MLPCN; AID 2025, 2009; 330,000 compounds, 0.3% hits; percent response vs DMSO, % at 10 µM; S. cerevisiae RPL19A-GFP strain, 3 h; stronger effect = lower value;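 active means percent response vs DMSO below 50%; inconclusive means fewer than 70 events counted for the yeast strain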;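 further: median channel GFP fluorescence of the barcoded RPL19A-GFP strain; ratio of sample median GFP to plate DMSO average so 100% = DMSO; lower means less RPL19A-GFP as with rapamycin TOR inhibition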
# LAP4 TOR yeast – modulators of LAP4-GFP expression in yeast, primary screen, S. cerevisiae, multiplex flow cytometry, MLPCN library; 3 h; median GFP as percent of DMSO wells; GFP response vs DMSO, % at 10 µM; 320,000 compounds, 0.34% hits; AID 2023, 2009;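 active means GFP response vs DMSO above a set limit, about the screen mean plus 3 SD, cut at about 150% in these data; inconclusive means under 70 cell events counted for the yeast strain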
# Starred values were filed as active, the others as inactive; ? = inconclusive; . = not tested or not shown.
SMILES,CR mimetic SO,JMJD2C inh,procasp7 counter,proCasp3 act,AHR activator,MEP2-GFP yeast,RPL19A TOR yeast,LAP4 TOR yeast
Cc1cc(O)c(/C=N/Nc2ccc(Cl)cc2)c(=O)o1,120,4,-2,0,43,108,102,103
O=C(/C=C/c1ccccc1)c1ccccc1,103,?,-10,7,-4,82,90,89
CCN(CC)C(=O)N1CCN(c2c([N+](=O)[O-])c(=O)oc3ccccc23)CC1,101,-5,3,0,0,97,97,105
NC(=O)Cn1c(O)c(N=NC(=O)CNC(=O)/C=C/c2ccccc2)c2ccccc21,100,-1,6,1,1,105,105,99
COc1ccc(C(=O)CSc2nnc(-c3ccc(C)cc3)o2)cc1,97,-9,8,-3,0,97,100,102
CCOc1ccc(NC(=O)CCS(=O)(=O)c2cccc3nsnc23)cc1,97,-9,-7,-1,9,106,99,108
Cc1ccc(NS(=O)(=O)c2cccc(C(=O)NN3CCOCC3)c2)cc1,98,6,-4,-2,1,99,96,101
COc1ccc(C(=O)NC(=S)Nc2ccc(Cl)c(C(=O)O)c2)cc1,100,-21,-3,-9,1,98,102,106
Cc1ccc(OCC(=O)Nc2ccc3c(c2)OC(F)(F)O3)c([N+](=O)[O-])n1,104,-15,-1,5,1,89,107,83
CC(C)[C@H](NC(=O)C1CCN(S(=O)(=O)c2ccccc2)CC1)C(=O)NCc1ccco1,93,2,1,4,1,97,89,81
CN(C)/C=C/C(=O)c1cnc(-c2ccc(Cl)cc2)s1,100,-1,-1,4,-1,102,94,105
NNC(=O)C1CCCN1S(=O)(=O)c1ccc(Cl)cc1 (stereo not drawn),98,10,-3,-1,3,107,107,102
O=C(CSc1nc2ccccc2c(=O)n1CC1CCCO1)N1CCN(c2ccccc2)CC1 (stereo not drawn),105,-3,-9,9,-1,105,97,111
COc1ccc(NC(=O)CCS(=O)(=O)c2cccc3nonc23)c(OC)c1,96,1,1,2,6,107,98,102
O=C(C1CCCN(S(=O)(=O)c2cccc3cccnc23)C1)N1CCN(c2ccc(F)cc2)CC1 (stereo not drawn),106,-2,6,3,3,101,101,106
CC(=O)c1cccc(NC(=O)N2CCC(C(=O)c3ccc(F)cc3)CC2)c1,158,4,-4,-6,2,96,103,99
Clc1ccc2c(c1)[C@H]1OCC[C@H]1[C@@H](c1ccco1)N2,109,-311,-9,-10,12,106,96,106
O=S(=O)(Cc1ccc(Cl)cc1)N1CCN(Cc2ccccc2)CC1,96,2,-4,4,-1,104,.,110
Cc1cccc(N(C)C(=O)CCS(=O)(=O)c2cc3c(cc2Cl)NC(=O)CO3)c1,92,-9,-6,-4,1,93,90,98
CCCCN(C(=O)C(C)N1C(=O)c2ccccc2C1=O)c1c(N)n(CC(C)C)c(=O)[nH]c1=O (stereo not drawn),96,-3,-2,9,1,100,97,98
CCCCc1nnc(NC(=O)c2oc3ccccc3c2C)s1,115,-4,9,-8,3,105,102,106
CCOCCC(=O)Nc1cc(Cl)ccc1OC,103,2,14,-3,4,106,100,101
COc1ccc(C(=O)N/N=C(\C)Cn2cnc([N+](=O)[O-])n2)cc1,101,12,-13,5,18,108,104,109
CN(Cc1ccc(F)cc1)C(=O)COc1ccccc1-c1ccccc1,105,1,3,1,18,103,101,101
Cc1ccc(-c2noc(Cn3nc(C(=O)O)c4ccccc4c3=O)n2)cc1,117,2,0,0,1,104,102,97
CCOCCCN(Cc1ccco1)C(=O)c1cc2c(=O)[nH]c3ccc(C)cc3c2s1,91,-21,1,4,1,94,100,105
Cc1c(NC(=S)NC(=O)c2cccc(Br)c2)c(=O)n(-c2ccccc2)n1C,99,2,5,-2,1,105,103,92
N#Cc1ccc(C(=O)OCCCc2cc3ccccc3c(=O)o2)cc1,104,2,2,0,-4,84,85,105
O=C(CCCN1C(=O)/C(=C/c2ccccc2Cl)SC1=S)NNC(=O)c1ccc(Cl)cc1Cl,100,6,-15,-2,-7,90,92,104
COc1ccc(Cl)cc1-n1c(=S)sc2c(=O)[nH]c(SCC(=O)C(C)(C)C)nc21,112,136,-3,-1,1,108,104,98
Cc1nc2ccccn2c1-c1csc(NCc2ccco2)n1,94,-4,7,4,29,91,92,95
O=C(NCCc1ccccc1F)C1CC(=O)N(c2ccccc2)C1 (stereo not drawn),99,-4,12,0,1,102,99,98
COc1cnc(-c2ccccn2)nc1Sc1ccccc1Cl,92,-6,2,0,4,104,100,94
COCCN1CCN(C(=O)c2ccc3oc(CCc4ccccc4)nc3c2)CC1,99,6,7,0,2,78,94,74
O=C(Nn1c(-c2ccccc2)nc2ccccc2c1=O)c1cccs1,108,-21,4,-3,51*,93,103,94
CC(=O)N1CCC(Nc2ccc(C)cc2)CC1,87,-2,-5,-4,2,91,94,96
COc1ccc(NC(=O)C2CCCN2C(=O)Nc2cccc(F)c2)cc1 (stereo not drawn),100,-5,-5,-5,1,98,100,107
COc1cc(CNCc2ccccn2)ccc1OCc1ccc(Cl)cc1,98,-13,12,-1,18,105,103,98
COc1cccc(NC(=O)Cc2nnc(SCC(=O)NC3=NCCS3)n2C)c1,96,.,9,-1,0,103,102,96
O=c1c2c(nc3nc(COc4ccccc4)[nH]n13)CCC2,103,0,2,-3,1,104,104,111
Cc1sc2ncnc(N3CCOCC3)c2c1C,90,-2,13,1,-6,107,105,108
CN(c1ccccc1)S(=O)(=O)c1ccc(C(=O)N2CCCC(C(F)(F)F)C2)cc1 (stereo not drawn),98,-1,-4,2,4,92,105,82
Cc1noc(C)c1CCC(=O)N1CCCC(CCC(=O)NCc2ccc(F)c(F)c2)C1 (stereo not drawn),93,-18,7,-2,6,99,105,83
Cc1ccccc1-c1nc(CS(=O)(=O)CC(=O)N2CCc3ccccc32)c(C)o1,115,-4,16,1,-2,100,93,97
Cc1[nH]c2ccccc2c1/C=N/NC(=O)c1cc(C(C)C)[nH]n1,99,-13,2,-3,29,107,105,112
CCN1CCN(CC(=O)Nc2ccc(Cl)c(S(=O)(=O)N(C)C)c2)CC1,110,31,2,2,1,95,95,104
C[C@]12CCC3c4ccc(OCC(=O)O)cc4CCC3C1CCC2=O (stereo partly drawn),109,-19,12,0,2,105,103,100
COC(=O)c1c(NC(=O)c2nn(C)cc2Cl)sc2c1CCCC2,87,-4,4,0,-4,104,94,94
CCc1ccccc1Nc1nc(N)nc(COC(=O)CCNS(=O)(=O)c2ccccc2)n1,100,8,4,-3,-2,100,101,95
NCc1ccc2[nH]c(=O)[nH]c2c1,112,0,-5,1,4,97,98,106
CC(=O)c1sc(N/N=C/c2ccc(C(C)C)cc2)nc1C,91,7,-3,-7,23,111,102,115
CCN(CCCn1c(SCC#N)nc2ccccc2c1=O)c1ccccc1,101,6,-10,-5,4,112,103,108
COc1ccc(C(C)(C)C)cc1NC(=O)c1cncc(Br)c1,91,0,0,-12,24,94,101,114
O=C(NCC1CCCO1)c1ccccc1NS(=O)(=O)c1cccc([N+](=O)[O-])c1 (stereo not drawn),104,3,-1,3,1,100,95,95
O=[N+]([O-])c1cc(S(=O)(=O)N2CCOCC2)ccc1N1CCCC1,103,-3,3,-5,0,99,96,102
COC(=O)c1cc(C(=O)OCC(=O)NC(=O)NCc2ccccc2)cc([N+](=O)[O-])c1,110,8,0,11,-1,?,?,?
O=C(N/N=C/c1cc([N+](=O)[O-])ccc1O)c1cccc2ccccc12,89,7,-11,-12,39,94,104,95
CCC(CC)C(=O)Nc1cc(NC(=O)C(CC)CC)cc(C(=O)O)c1,97,-6,-4,-3,1,100,103,95
Cc1ccc(S(=O)(=O)Nc2ccc(C(=O)NCc3cccnc3)cc2)cc1,90,2,.,.,.,97,104,66
O=C(NC(=S)N1CCCC(O)C1)c1ccco1 (stereo not drawn),98,16,-24,-11,0,102,105,103

# (further entries)
SMILES,CR mimetic SO,JMJD2C inh,procasp7 counter,proCasp3 act,AHR activator,MEP2-GFP yeast,RPL19A TOR yeast,LAP4 TOR yeast
CCOC(=O)CSc1n[nH]c(NC(=O)c2ccccc2)n1,95,3,2,3,-1,101,96,99
Cc1ccc(C)c(NC(=O)Cc2csc(-c3ccccc3)n2)c1,102,17,11,8,14,97,100,100
O=C(O)c1ccc(NC(=S)Nc2ccccc2)cc1,99,3,2,-10,-5,110,104,110
Cc1cccc(NC(=O)CCC(=O)N/N=C/c2cc([N+](=O)[O-])ccc2O)c1,103,7,-15,3,15,103,109,88
Cc1ccc(-c2ccnc3c(Cl)c(C)nn23)cc1,97,-36,-5,8,13,102,105,97
COC(=O)N1C/C=C\C(c2ccc(OC)cc2)N(Cc2ccc(F)cc2)C(=O)C1 (stereo not drawn),.,6,10,-3,1,.,.,.
CCOC(=O)c1n[nH]n(-c2cc(Cl)cc(Cl)c2)c1=O,128,9,-2,-9,3,101,95,87
CCCNC(=O)NCCc1c(C)[nH]c2ccccc12,106,-2,2,8,-1,107,99,99
Cc1ccc(CN2CCN(CC(=O)N/N=C/c3ccccc3F)CC2)cc1,104,-7,6,-3,-5,100,99,113
O=C(O)Cn1nnc(COc2ccccc2)n1,102,-20,-7,-3,-1,104,90,88
O=C(Nc1ccccc1N1CCN(c2ccccc2)CC1)c1ccccc1F,95,-3,-1,8,1,91,99,97
Cc1cccc(C(=O)NNC(=O)c2ccc(NS(=O)(=O)c3cccs3)cc2)c1C,100,.,11,3,3,98,98,96
COc1ccc(NC(=O)CSc2nnc(C3CCCCC3)n2N)c(OC)c1,98,3,0,5,0,104,100,93
COc1ccc(C(=O)N2CCC(n3nccc3NC(=O)C3CC3)CC2)cc1F,103,1,-3,1,4,107,101,100
COc1ccc(S(=O)(=O)Nc2cccc3c2O[C@H](CN(C)S(=O)(=O)c2cccs2)[C@@H](C)CN([C@H](C)CO)C3=O)cc1,115,3,-1,1,1,107,100,94
COc1ccc(C(=O)NC2CC3CCCC(C2)N3Cc2ccccc2)c(OC)c1 (stereo not drawn),100,-2,5,-4,3,102,99,86
O=C(Nc1cccc(S(=O)(=O)N2CCOCC2)c1)[C@@H]1CCCN1S(=O)(=O)c1ccc(Cl)cc1,103,5,-5,2,10,102,101,101

# 2 successive entries from above, for reference:
SMILES,CR mimetic SO,JMJD2C inh,procasp7 counter,proCasp3 act,AHR activator,MEP2-GFP yeast,RPL19A TOR yeast,LAP4 TOR yeast
COc1ccc(S(=O)(=O)Nc2cccc3c2O[C@H](CN(C)S(=O)(=O)c2cccs2)[C@@H](C)CN([C@H](C)CO)C3=O)cc1,115,3,-1,1,1,107,100,94
COc1ccc(C(=O)NC2CC3CCCC(C2)N3Cc2ccccc2)c(OC)c1 (stereo not drawn),100,-2,5,-4,3,102,99,86

# Rows were taken by chance, and some 3.8% of all compounds hit somewhere here.
